yeast rad50 = NCI yeast anticancer drug screen, S. cerevisiae rad50 strain; 10% of 79,000 active; % growth inhibition at 50 µM; AID 155;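 also: 0% = growth of vehicle-only cultures of the same strain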
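Readout: growth inhibition relative to vehicle-treated cultures. Compound exposure was carried out in a genetically defined yeast strain deficient in DNA damage repair.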
yeast bub3 = NCI yeast anticancer drug screen, S. cerevisiae bub3 mutant strain; % growth inhibition at 50 µM; 9.9% of 78,000 active;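 also: 0% = growth of vehicle-only cultures of the same strain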
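Steps: expose the mutant yeast strain to compound; grow alongside vehicle-treated cultures; measure growth; express inhibition against the vehicle cultures.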
yeast mlh1 rad18 = NCI yeast anticancer drug screen, S. cerevisiae mlh1 rad18 strain. AID 175. growth inhibition, % at 50 µM. 11% of 79,000 active;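 also: 0% = growth of vehicle-only cultures of the same strain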
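Compound-treated yeast growth, normalised to vehicle controls. Strain bears defined DNA repair mutations.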
yeast cln2 rad14 = NCI yeast anticancer drug screen, S. cerevisiae cln2 rad14 strain. growth inhibition, % at 50 µM. 8.3% of 78,000 active. AID 165;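 also: 0% = growth of vehicle-only cultures of the same strain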
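Yeast strain cln2 rad14, bearing defects in cell cycle control and DNA repair, serves as the test system; values reflect growth inhibition compared with vehicle.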
yeast sgs1 mgt1 = NCI yeast anticancer drug screen, S. cerevisiae sgs1 mgt1 strain; % growth inhibition at 50 µM; 10% of 78,000 active; AID 161;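 also: 0% = growth of vehicle-only cultures of the same strain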
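This yeast growth screen uses a strain with defined DNA-repair lesions; compound-treated growth is compared with vehicle-treated growth.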
mec2-1 = NCI yeast anticancer drug screen, S. cerevisiae mec2-1 strain; % growth inhibition at 50 µM; 9% of 79,000 active; AID 157;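 also: 0% = growth of vehicle-only cultures of the same strain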
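Using mec2-1 yeast: add compound, measure growth, express inhibition versus vehicle-treated cultures.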
Active calls of the source: *; & = joins results of further samples. Rule as the data show it: active = growth inhibition above about 70%; inactive = the rest.

Below each SMILES: yeast rad50	yeast bub3	yeast mlh1 rad18	yeast cln2 rad14	yeast sgs1 mgt1	mec2-1
1. C/C=C\C=N\NC(N)=S
→ 9	-2	29	-25	-17	84*
2. COc1ccc(C(c2ccc(OC)cc2)N2C(=O)CCC2C(=O)O)cc1 (stereo not given)
→ -29	-1	-13	17	-49	21
3. Cn1cnc([N+](=O)[O-])c1Sc1ccccc1N
→ -7	-16	-2	19	0	-4
4. C/C(=N\O)C1(C)CC=CCC1C(=O)O (stereo not given)
→ -5	-11	1	19	3	4
5. COC(=O)C(/C(=N/N)C(=O)Nc1cc(Cl)ccc1Cl)c1nc2ccc([N+](=O)[O-])cc2[nH]c1=O (stereo not given)
→ -11	14	16	10	7	-13
6. CCOC(=O)[C@H]1Nc2ccccc2C2c3ccccc3CC21 (stereo not given in full)
→ 85*	90*	88*	91*	91*	91*
7. N#CC(=Nc1cc(Cl)cc(Cl)c1)C1=C(O)c2ccccc2C1=O
→ 6	36	11	14	30	1
8. CCc1ccccc1C(=O)N(CC)CC
→ -15	-16	-7	32	17	18
9. O=S1c2ccccc2Sc2ccccc21
→ 3	-2	-2	2	-5	-8
10. COC1OC(C)C(NC(C)=O)C(OCc2ccccc2)C1OCc1ccccc1 (stereo not given)
→ 40	1	6	-12	22	-6
11. CCOC(=O)C1C2CC(O)C(O)CC21 (stereo not given)
→ -2	1	-5	-73	-10	-3
12. CC(C)(C)c1ccc(NS(=O)(=O)c2ccc(N)cc2)cc1
→ 98*	96*	97*	98*	96*	94*
13. O=C1OC(=O)c2c1nc1ccccc1c2-c1ccccc1
→ -32	-6	24	26	9	-4
14. COC(=O)c1c(-c2ccccc2)cc2c3cc(-c4ccccc4)c(C(=O)OC)n3c3ccccc3n12
→ -2	-2	-11	-24	-32	-5
15. COC(=O)C(C)S(=O)(=O)O (stereo not given)
→ -12	3	0	-81	9	-2
16. C/C=C/C=C\C=C/C(O)C(C)C(CCC(C)C1OC(=O)C=CC1C)OP(=O)(O)O (stereo not given)
→ 2	20	0	-17	-10	-16
17. CCCCCC(/C=C/c1ncccc1OCCCCCC(=O)O)=N\NC1=NCCN1
→ 17	-45	12	-25	-14	-18
18. Cc1cccc(C)c1NC(=S)NC1CC(C)CC(C)(C)C1 (stereo not given)
→ 41	63	50	58	77*	50
19. Cc1cc2ncn(CO)c2cc1C
→ -4	20	1	-7	19	0
20. CCCC(=O)c1ccc2c(c1)CCc1cc(O)ccc1-2
→ 14	23	2	-5	12	1
21. COc1ccc(/C=N/Nc2ccc(S(=O)(=O)O)cc2)cc1
→ 5	-21	13	-6	-19	-13
22. CN(C)c1ccc(/C=C2\Oc3ccccc3C2=O)cc1
→ -5	17	3	36	12	-22
23. O=c1c(NO)c([N+](=O)[O-])cnn1-c1ccccc1
→ 14	-4	0	34	29	2
24. CC(C)C1=CC23CCC4C(C)(C(=O)O)CCCC4(C)C2CC1C1C(=O)N(c2ccccc2N2C(=O)C4C5CC6C7(C)CCCC(C)(C(=O)O)C7CCC6(C=C5C(C)C)C4C2=O)C(=O)C13 (stereo not given)
→ -13	14	-24	-6	-6	-9
25. CCCCNCCC1(c2ccccc2)C(=O)Oc2ccccc21 (stereo not given)
→ 63	-9	53	46	60	58
26. Oc1cccc(CCc2ccccn2)c1
→ -2	-4	-4	-24	-11	1
27. COc1ccc(N=Cc2ccc(C=Nc3ccc(OC)cc3OC)cc2)c(OC)c1
→ 11	-5	-2	8	5	-22
28. COc1ccc(-c2nnc(-c3ccc(OC)cc3)nn2)cc1
→ 2	4	-3	-12	-7	16
29. CCCC(CN1CCCCC1)C(OC(=O)c1ccc(N)cc1)C(F)(F)F (stereo not given)
→ -14	68	22	-31	24	-14
30. CS/C(=N\c1nccs1)NC(=O)c1cccc(Cl)c1
→ 8	22	11	19	30	20
31. CCC(=O)OC1=C(Cl)C(=O)c2ccccc2C1=O
→ 72*	35	55	0	64	27
32. O=C(O)c1ccccc1/C=N/NC1=NCCN1
→ -22	-8	-47	-24	-33	-74
33. CS(=O)(=O)N(CCC#N)c1ccc(/C=N/NC(=O)CC(=O)Nc2cccc(Cl)c2)cc1
→ -7	-6	9	20	11	18
34. [O-][N+](=Nc1cccc(Cl)c1)c1cccc(Cl)c1
→ 20	21	15	16	25	-31
35. C[N+](C)(C)CCCSc1nc2ccccc2[nH]1
→ 10	-24	-16	-31	-52	-7
36. O=C(Nc1cc([N+](=O)[O-])ccc1F)Oc1ccc(OCc2ccccc2)cc1
→ 12	-3	18	-47	10	-2
37. CC1C(=O)c2ccccc2CC1C(=O)O (stereo not given)
→ -2	-5	-21	-22	8	-16
38. COC(OC)C(C)=O
→ -13	-16	5	-17	-19	-20
39. N#CC(C#N)=C/C=C/c1ccco1
→ -2	14	22	13	12	3
40. COC1=C(Nc2cccc(C)c2)C(=O)C(OC)=C(Nc2cccc(C)c2)C1=O
→ -10	7	-6	-17	-4	1
41. COc1ccc(-c2cc(=O)c3cc(C)cnc3[nH]2)cc1
→ 1	24	6	-14	35	11
42. CCOC(=O)CC1=Cc2c(OC)ccc(OC)c2CC1
→ -5	39	33	-35	45	49
43. CCOC(COc1ccccc1)c1ccccc1 (stereo not given)
→ 14	1	-9	-27	0	-7
44. Cc1cc(-c2ccccc2)nc(Nc2nc3ccccc3o2)n1
→ 9	-9	-2	6	11	1
45. O=c1cccc[nH]1
→ 2&58	-1&3	-4&49	-6&36	-3&15	1&10
46. Cc1ccc2c(c1)C(O)(c1ccccc1)C(c1ccccc1)C(c1ccccc1)O2 (stereo not given)
→ 94*	90*	94*	90*	94*	94*
47. COc1cccc(OC)c1C(=O)/C=C/c1ccccc1
→ 67	51	79*	55	70	45
48. COc1ccc(C(=O)C(C(=O)CCC(=O)Nc2ccc(Cl)c(Cl)c2)c2ccc(OC)cc2)cc1 (stereo not given)
→ -10	19	-18	-9	-11	2
49. Cc1cc(Cl)c(O)c(C2(C(O)c3ccc(O)cc3)NC(=S)NC2=O)c1 (stereo not given)
→ -20	5	-7	-6	-26	-17
50. O=C1OC(C2OC(=O)C(=O)C2C(=O)c2ccccc2)C(C(=O)c2ccccc2)C1=O (stereo not given)
→ 36	13	22	6	11	-1

(list continues)
Below each SMILES: yeast rad50	yeast bub3	yeast mlh1 rad18	yeast cln2 rad14	yeast sgs1 mgt1	mec2-1
51. COc1ccc(C(=O)c2ccc([N+](=O)[O-])cc2)cc1
→ -5	18	-22	53	-4	-12
52. Clc1ccc(-c2ncc(-c3ccccc3)o2)cc1
→ 21	34	-10	4	-7	-14
53. Cc1cccc(NC(=S)N2CCCCC2)c1
→ -23	-3	-11	4	3	-28
54. O=C(/C=C/c1ccc(Cl)cc1)c1cc(Cl)ccc1O
→ -14	16	-10	-28	-14	-25
55. c1ccc(Cc2nnc(Cc3ccccc3)nn2)cc1
→ 11	21	7	7	3	8
56. Cc1cccc(N=N/C(=N\NC(=O)c2cc(Cl)ccc2O)c2ccc(N(CCC#N)CCC#N)cc2C)c1
→ 14	14	-80	2	20	-1
57. CC(=O)OCC(OC(C)=O)C(OC(C)=O)C(OC(C)=O)C(OC(C)=O)C(=O)NC1CCc2ccccc2C1 (stereo not given)
→ 25	0	22	30	14	3
58. COc1cccc2c1C(=O)c1c(O)c3c(c(O)c1C2=O)C[C@@](O)(/C(C)=N/NS(C)(=O)=O)C[C@@H]3OC1CC(N)C(O)C(C)O1 (stereo not given in full)
→ 95*	90*	92*	70*	94*	81*
59. COc1cc(N)ccc1C(=O)NC(CCC(=O)O)C(=O)O (stereo not given)
→ -14	18	-20	-34	25	-11
60. CC(C)(C)N(CCO)CCO
→ 7	1	-9	13	0	5
61. CC[n+]1nc2ccccc2c(=Nc2ccccc2[N+](=O)[O-])[n-]1
→ 12	25	7	29	12	13
62. CN(C)Cc1ccccc1CC(O)(c1ccccc1)c1ccccc1
→ 5	18	-5	-40	-7	6
63. Cc1csc(-c2ccncc2)n1
→ 6	20	-5	-8	-2	7
64. CCCCCCCCCC(=O)N1CCCC(C)C1 (stereo not given)
→ 99*	99*	100*	99*	100*	100*
65. O=C(O)c1ccc2c(Cl)ccc3c2c1CC3
→ 12	-26	22	-32	9	-1
66. Nc1nc(-c2ccccc2)cs1
→ -13	-2	-10	-27	-14	-10
67. CC(C)=CCC\C(C)=C/C=C/C(C)=C\C=C\C(C)=C/C=C/C=C(C)\C=C\C=C(C)/C=C/C=C(/C)CCC=C(C)C
→ 7	-31	20	31	-29	-31
68. S=C(NCCNC(=S)[S][Sn]([c]1ccccc1)([c]1ccccc1)[c]1ccccc1)[S][Sn]([c]1ccccc1)([c]1ccccc1)[c]1ccccc1
→ 90*	90*	90*	88*	91*	91*
69. Cc1ccc(N=Nc2ccc(N(C)C)cc2)cc1
→ 19	-6	15	-52	-17	-8
70. O=S(=O)(O)c1ccc(N=Nc2ccc3c(S(=O)(=O)O)cccc3c2O)c2ccccc12
→ -1	-16	5	35	-37	-22
71. Nc1nc(N)c(-c2ccc(Cl)cc2)c(CBr)n1
→ 11	21	24	6	20	43

Nos. 34 to 48, reprinted for reference:
Below each SMILES: yeast rad50	yeast bub3	yeast mlh1 rad18	yeast cln2 rad14	yeast sgs1 mgt1	mec2-1
34. [O-][N+](=Nc1cccc(Cl)c1)c1cccc(Cl)c1
→ 20	21	15	16	25	-31
35. C[N+](C)(C)CCCSc1nc2ccccc2[nH]1
→ 10	-24	-16	-31	-52	-7
36. O=C(Nc1cc([N+](=O)[O-])ccc1F)Oc1ccc(OCc2ccccc2)cc1
→ 12	-3	18	-47	10	-2
37. CC1C(=O)c2ccccc2CC1C(=O)O (stereo not given)
→ -2	-5	-21	-22	8	-16
38. COC(OC)C(C)=O
→ -13	-16	5	-17	-19	-20
39. N#CC(C#N)=C/C=C/c1ccco1
→ -2	14	22	13	12	3
40. COC1=C(Nc2cccc(C)c2)C(=O)C(OC)=C(Nc2cccc(C)c2)C1=O
→ -10	7	-6	-17	-4	1
41. COc1ccc(-c2cc(=O)c3cc(C)cnc3[nH]2)cc1
→ 1	24	6	-14	35	11
42. CCOC(=O)CC1=Cc2c(OC)ccc(OC)c2CC1
→ -5	39	33	-35	45	49
43. CCOC(COc1ccccc1)c1ccccc1 (stereo not given)
→ 14	1	-9	-27	0	-7
44. Cc1cc(-c2ccccc2)nc(Nc2nc3ccccc3o2)n1
→ 9	-9	-2	6	11	1
45. O=c1cccc[nH]1
→ 2&58	-1&3	-4&49	-6&36	-3&15	1&10
46. Cc1ccc2c(c1)C(O)(c1ccccc1)C(c1ccccc1)C(c1ccccc1)O2 (stereo not given)
→ 94*	90*	94*	90*	94*	94*
47. COc1cccc(OC)c1C(=O)/C=C/c1ccccc1
→ 67	51	79*	55	70	45
48. COc1ccc(C(=O)C(C(=O)CCC(=O)Nc2ccc(Cl)c(Cl)c2)c2ccc(OC)cc2)cc1 (stereo not given)
→ -10	19	-18	-9	-11	2

Among those listed so far, two contain a tert-butyl group.
Below each SMILES: yeast rad50	yeast bub3	yeast mlh1 rad18	yeast cln2 rad14	yeast sgs1 mgt1	mec2-1
12. CC(C)(C)c1ccc(NS(=O)(=O)c2ccc(N)cc2)cc1
→ 98*	96*	97*	98*	96*	94*
60. CC(C)(C)N(CCO)CCO
→ 7	1	-9	13	0	5

High-throughput results: PubChem, NCI
